# BL2 CD40 inh: CD40 pathway inhibition in BL2 cells; BL2 NF-kB luciferase reporter, CD40L-induced, 4 h; inhibition, % at 10 µM; 83,000 compounds, 0.94% hits; AID 1053188;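 active = mean inhibition of at least 50% with a set share of replicates also reaching that level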;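 note: 0% = neutral control wells and 100% = IKK inhibitor VII at 50 µM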
# * marks the source's active call; other numbers are inactive results; & = joins results of further samples; [ ] = dose if it differs, or a comment. These rows are one share of the data (hit frequency here may not be typical).
item | canonical_smiles | BL2 CD40 inh
1 | COc1ccc(C#Cc2ccc([C@H]3[C@H](CO)N4C(=O)CN(C(=O)c5ccc(F)cc5)C[C@@H]34)cc2)cc1 | -4[25 µM]
2 | O=C(c1cccnc1)N1CC(=O)N2[C@H](C1)[C@@H](c1ccc(-c3ccccc3F)cc1)[C@@H]2CO | 6[25 µM]
3 | COc1ccccc1CN1C(=O)c2ccncc2C1=O | 1
4 | Cc1cc(C(=O)OCC(=O)N2CC(C)CC(C)C2)c(C)o1 (stereo not drawn) | 2
5 | CC(C)NC(=O)N1[C@@H]2CNC[C@H]1C2c1ccc(/C=C/c2ccccc2)cc1 (stereo partly drawn) | -10&3[25 µM]
6 | Cc1ccccc1N1CCN(C2CCCN(C(=O)c3ccnn3C)C2)CC1 (stereo not drawn) | -4
7 | COCCN(C(=O)COC(=O)CCSc1ccc(F)cc1)c1c(N)n(Cc2ccccc2)c(=O)[nH]c1=O | 2
8 | O=C(O)CC(NC(=O)C(F)(F)F)c1ccc2c(c1)OCO2 (stereo not drawn) | 8
9 | CC1(C(=O)NS(=O)(=O)c2ccc(Cl)cc2)CCN1C(=O)C1(c2ccc(Cl)cc2)CCC1 (stereo not drawn) | 3
10 | CC(=O)c1ccc(NC(=O)C(Cc2ccccc2)n2cccc2)cc1 (stereo not drawn) | 11

item | canonical_smiles | BL2 CD40 inh
11 | NS(=O)(=O)c1ccc(N/N=C/c2ccccc2Br)cc1 | -19
12 | CC(C(=O)Nc1ncc([N+](=O)[O-])s1)N1C(=O)c2ccccc2S1(=O)=O (stereo not drawn) | 8
13 | C[C@H](CO)N1C[C@H](C)[C@H](CN(C)C(=O)NC2CCCCC2)OCc2ccccc2-c2ccccc2C1=O | -9[25 µM]
14 | COc1cccc(OCc2cc(C(=O)N(C)Cc3nc4ccccc4[nH]3)no2)c1 | -83
15 | O=S(=O)(Nc1cccc(-c2nnco2)c1)c1ccc(F)cc1F | 11
16 | OCCCc1nc2ccccc2[nH]1 | 3
17 | COCCOC(=O)C1=C(N)OC2=C(C(=O)CCC2)C1c1cccnc1 (stereo not drawn) | -6
18 | COc1ccc(-c2ccc([C@H]3[C@H]4CN(C(=O)C5CC5)CC(=O)N4[C@H]3CO)cc2)cc1 | -15[25 µM]
19 | COc1ccc(/C=N/n2c(SC)nnc(C(C)(C)C)c2=O)cc1 | 18
20 | C[C@@H]1CN([C@@H](C)CO)C(=O)c2c(c3ccccc3n2C)-c2ccccc2CO[C@@H]1CN(C)Cc1ccc(Cl)c(Cl)c1 | 16[25 µM]

item | canonical_smiles | BL2 CD40 inh
21 | Cc1ccc(S(=O)(=O)N2CCOCC2)cc1NC(=O)CSc1nc(N)cc(N)n1 | 3
22 | C/C(=N/OC(=O)CC(C)C)c1cc(-c2ccc(Cl)cc2)no1 | -82
23 | NC(=S)NN=Cc1cc(-c2cccc(N)c2)ccn1 | -9
24 | O=C(CN1CCN(C2CCCCC2)CC1)NCCC1=CCCCC1 | -10
25 | Cn1c(N)c(C(=O)COC(=O)/C=C/c2cccc(C(F)(F)F)c2)c(=O)n(C)c1=O | 3
26 | CCN(CC)S(=O)(=O)c1cc(NC(=O)c2cc(-c3ccccn3)nc3ccccc23)ccc1C | 11
27 | Cc1cc(Nc2ccc(C(=O)N3CCCCC3)cc2)c2cccc(C)c2n1 | 2
28 | Cc1ccc(S(=O)(=O)N2CCN(Cc3ccccn3)CC2)cc1 | 1
29 | COc1ccc(C(=O)N2CCOC23CCN(c2ncccn2)CC3)cc1 | 6
30 | CN(Cc1cn[nH]c1-c1cc2ccccc2o1)CC1CCOCC1 | 5

item | canonical_smiles | BL2 CD40 inh
31 | c1ccc(SCc2nc3ccccc3[nH]2)nc1 | -44
32 | COc1ccc(NC(=O)N(C)C[C@@H]2Oc3c(NS(=O)(=O)c4c(C)noc4C)cccc3C(=O)N([C@H](C)CO)C[C@@H]2C)cc1 | -2[25 µM]
33 | COc1cccc(CNC(=O)CCCNS(=O)(=O)c2cccs2)c1 | 8
34 | Cc1ccc(S(=O)(=O)N/N=C(\c2ccccc2)c2cccnc2)cc1 | 4
35 | NS(=O)(=O)c1ccc(CCNC(=O)CCCn2c(SCC(=O)N3CCCC3)nc3ccsc3c2=O)cc1 | 13
36 | O=C(COC(=O)/C=C/c1ccc(Br)o1)Nc1cccc(S(=O)(=O)N2CCOCC2)c1 | 2
37 | CCN1CCN(S(=O)(=O)c2ccc(Oc3ccccc3OC)cc2)CC1 | 4
38 | O=C(NCCC1=CCCCC1)c1ccc(Br)o1 | -5
39 | CCOC(=O)c1c(C)[nH]c(NC(=O)N2CCOCC2)c1C | 12
40 | Cc1cc(C)nc(N2CCCC(C(=O)NC3CCCC3)C2)n1 (stereo not drawn) | 29

item | canonical_smiles | BL2 CD40 inh
41 | Cc1ccccc1C(=O)NNc1ncnc2c1cnn2C | 10
42 | Cc1ccc(NC(=O)CSc2nc(N)cc(=O)[nH]2)cc1S(=O)(=O)N1CCCCCC1 | 4
43 | O=S(=O)(NCCCCNS(=O)(=O)c1ccc(F)cc1)c1ccc(F)cc1 | 3
44 | Cc1ccc(S(=O)(=O)NCCCCCC(N)=O)cc1 | 1
45 | Cc1cc(OCc2nc(-c3ccc(NC(=O)c4cccnc4)cc3)no2)ccc1Cl | 9
46 | CNC(=O)C1CC(=O)N(CCc2ccccc2)C(=Nc2ccc(OC)cc2)S1 (stereo not drawn) | 1
47 | O=C(CN1N=C(c2ccccc2)CCC1=O)NCc1ccco1 | 3
48 | Cc1nc2nc[nH]n2c(=O)c1CCC(C)C | 7
49 | COc1ccc2c3c(n(C)c2c1)[C@H](CO)N(C)CC31CCN(C(=O)c2ccc3c(c2)OCO3)CC1 | -3[25 µM]
50 | CN1CCN(C(=O)C[C@@H]2C[C@H]3c4cc(NS(C)(=O)=O)ccc4O[C@H]3[C@@H](CO)O2)CC1 | -2[25 µM]

item | canonical_smiles | BL2 CD40 inh
51 | N#C[C@@H]1[C@H](c2ccccc2)[C@@H](CO)N1C(=O)c1ccc2c(c1)OCO2 | -20[25 µM]
52 | CN(C[C@@H]1[C@H](c2ccccc2)[C@@H](CO)N1C(=O)C1CC1)C(=O)c1ccccn1 | 10[25 µM]
53 | CCCCNC(=O)COC(=O)c1ccc(NC(C)=O)cc1 | 4
54 | COC(=O)COc1ccc2occ(C(C)=O)c2c1 | 1
55 | O=S1(=O)CC(O)C(N2CCC(c3ccccc3)CC2)C1 (stereo not drawn) | -9
56 | CO[C@@H]1CN(C)C(=O)c2cc(NS(C)(=O)=O)ccc2OC[C@H](C)N(C(=O)C2CCCC2)C[C@H]1C | -20
57 | Cc1oc(-c2ccccc2F)nc1CN1CCC(C(=O)NCc2cccs2)CC1 | 4
58 | Cn1c(SCC(=O)c2ccccc2)ncc(C(=O)Nc2ccc(F)cc2)c1=O | -12
59 | CN(C)C(=O)c1cccc(-c2ccc3c(c2)[C@H]2[C@H](CCN2C(=O)C2CCCCC2)[C@@H](CO)N3)c1 | 4
60 | CC(=O)N(C)c1ccc(NS(=O)(=O)Cc2ccccc2)cc1 | 8

item | canonical_smiles | BL2 CD40 inh
61 | CN(C)C(=O)C[C@@H]1CC[C@H]2[C@H](COc3ccc(NC(=O)C4CCC4)cc3C(=O)N2C)O1 | 4
62 | Nc1ccc2ccccc2c1N=Nc1ccccc1 | -63
63 | CCC(=O)N1[C@H](CO)[C@H]2c3ccccc3N(C(=O)c3ccccc3F)C[C@H]21 | 2[25 µM]
64 | COc1cc(CNC2CCCC2)cc(OC)c1OC | 1
65 | C/C=C/c1ccc([C@@H]2[C@@H](CO)N(C(=O)CC)[C@@H]2CNC(=O)CC2CC2)cc1 | -5
66 | CCCN(CCC)S(=O)(=O)c1ccc(NS(C)(=O)=O)cc1 | 8
67 | COCC(=O)N1C[C@H]2[C@@H](c3ccccc31)[C@H](CO)N2Cc1ccccc1 | -4[25 µM]
68 | O=C(c1ccccc1F)N1CCN(S(=O)(=O)c2ccc(S(=O)(=O)N3CCCCC3)cc2)CC1 | 1
69 | C[C@H](CO)N1C[C@H](C)[C@H](CN(C)Cc2ccc(C(F)(F)F)cc2)OCc2ccccc2-c2ccccc2C1=O | 15
70 | CC1(NC(=O)N2CCOCC2)CCS(=O)(=O)C1 (stereo not drawn) | 11

item | canonical_smiles | BL2 CD40 inh
71 | CCN(CC)c1cc(C)c2cc(NC(=O)c3cccs3)ccc2n1 | -53
72 | O=C(NCCN1CCOCC1)C1CCC(CNS(=O)(=O)c2ccc(Cl)cc2)CC1 (stereo not drawn) | 10
73 | Cc1cc(Br)c(OCc2ccc(C(=O)N/N=C/c3ccc[nH]3)cc2)c(Br)c1 | 75*
74 | O=S(=O)(c1cccs1)N1CN(C2CCCC2)c2nc3ccccc3nc21 | -1
75 | Cc1noc(C)c1C(=O)OCC(=O)Nc1ccccc1SCC#N | 6
76 | O=C(Cn1cnc2ccccc2c1=O)NCC(=O)N1CCOCC1 | 3
77 | COc1cccc(-c2csc(N3CCN(C(=S)Nc4ccccc4OC)CC3)n2)c1 | -32
78 | O=C(NCc1csc(-c2cccs2)n1)c1ccsc1 | -10
79 | CN(CC(=O)Nc1cccc2ccccc12)c1ccc(S(=O)(=O)N2CCOCC2)cn1 | -8
80 | C[C@@H]1CN([C@@H](C)CO)S(=O)(=O)c2ccc(C#CC3(O)CCCC3)cc2O[C@H]1CN(C)C(=O)Nc1cccc(F)c1 | 1[25 µM]

item | canonical_smiles | BL2 CD40 inh
81 | CN1CCN(c2oc(/C=C/c3ccccc3)nc2C#N)CC1 | -11
82 | O=C(Nc1ccc(Cl)cc1)c1csc([C@@H]2C[C@H](O)[C@@H](CO)O2)n1 | -16
83 | CCOc1ccc(CCNC(=O)CN2C(=O)NC3(CCc4ccccc43)C2=O)cc1OCC (stereo not drawn) | -7
84 | OCCC1CN(Cc2cccn2-c2cccnc2)CCN1CCc1ccccc1 (stereo not drawn) | 6
85 | CCCN1C[C@@H](C)[C@H](OC)CN(C)C(=O)c2cc(NC(=O)Nc3cccc(OC)c3)ccc2OC[C@@H]1C | 6
86 | Cc1cc(Br)c(NC(=O)C(C)Sc2nnnn2C)c(Br)c1 (stereo not drawn) | -1
87 | C/C=C/c1ccc([C@H]2[C@@H](CO)N[C@@H]2CNC(=O)c2ccccc2F)cc1 | -11[25 µM]
88 | Cc1cnc(NC(=O)c2ccc(-c3nc4ccccc4s3)o2)s1 | -61
89 | COc1ccc(CC(C)NCC(O)c2ccc(O)c(NC=O)c2)cc1 (stereo not drawn) | 18
90 | CCCC#Cc1ccc([C@@H]2[C@H]3CN(C(=O)c4cccnc4)CC(=O)N3[C@H]2CO)cc1 | -11[25 µM]

item | canonical_smiles | BL2 CD40 inh
91 | O=C(C[C@H]1CC[C@H]2[C@@H](COC[C@@H](O)CN2CCC(F)(F)F)O1)NCc1ccc2c(c1)OCO2 | -1[25 µM]
92 | O=C(c1cccc2ccccc12)C1CCCN(C(=O)CCN2CCCO2)C1 (stereo not drawn) | -2
93 | COc1ccc(S(=O)(=O)N(C)C[C@@H]2Oc3c(NC(=O)Nc4c(C)noc4C)cccc3C(=O)N([C@@H](C)CO)C[C@H]2C)cc1 | -16[25 µM]
94 | CC(=O)c1ccc(N2CCN(C(=O)CNS(=O)(=O)c3ccc4c(c3)OCCCO4)CC2)c(F)c1 | 6
95 | O=C1OCC=C1NNC(=O)c1cccnc1 | 9
96 | CCOC(=O)Cc1nnc(NC(=O)CC)s1 | -6
97 | Cc1ccc(-c2ccccc2[C@@H]2[C@@H](C#N)N(C(=O)Cc3cccnc3)[C@@H]2CO)cc1 | 11[25 µM]
98 | COc1ccc(C(=O)NCCSc2ccccn2)cc1 | 9
99 | Cc1nc2sc(C(c3ccco3)N3CCC(C)CC3)c(O)n2n1 (stereo not drawn) | 0
100 | Cc1cc(C)nc(NC(N)=NCCc2ccccc2)n1 | 16

item | canonical_smiles | BL2 CD40 inh
101 | Cc1cc(NC(=O)c2cnn3c(C(F)F)cc(-c4ccccc4)nc23)no1 | -33
102 | COc1ccccc1CNC(=O)C[C@@H]1C[C@@H]2c3cc(NC(=O)C4CCC4)ccc3O[C@@H]2[C@@H](CO)O1 | -7[25 µM]
103 | CCC(=O)N1CCCCN2[C@H](CO)[C@@H](c3ccc(-c4cccnc4)cc3)[C@@H]2C1 | 8[25 µM]
104 | Cc1ccc(OC(=O)c2sc3ncn(C)c(=O)c3c2C)cc1 | -134
105 | COc1ccccc1CNC(=O)C[C@H]1CC[C@H]2[C@@H](COC[C@@H](O)CN2Cc2ccc3c(c2)OCO3)O1 | 19[25 µM]
106 | COC(=O)c1ccc(CNC(=O)c2ccccc2C(=O)NCC2(CBr)OCCO2)cc1 | 0
107 | CC(C)(C)[S@@](=O)N1Cc2cc(C(=O)N[C@H]3CCN(Cc4ccccc4)C3)nc(-c3cccc(-c4cccnc4)c3)c2[C@H]1CCO | -1[25 µM]
108 | COC(=O)CNC(=O)CNC(=O)Nc1ccccc1Cl | 6
109 | C[C@H](CO)N1C[C@H](C)[C@H](CN(C)Cc2cccc(C(F)(F)F)c2)OCc2ccccc2-c2c(n(C)c3ccccc23)C1=O | 7[25 µM]
110 | CCOC(=O)Nc1cc(C)ccc1OC | 0

item | canonical_smiles | BL2 CD40 inh
111 | Nc1cc(N2CCCCCC2)c2nonc2c1[N+](=O)[O-] | -2
112 | COc1cccc(C(c2cccc(OC)c2)c2ccccc2C(=O)O)c1 | -4
113 | O=C(COC(=O)CCSc1ccccc1)Nc1ccccc1Br | -16
114 | O=C(c1cnccn1)N1C[C@H]2[C@@H](c3ccccc31)[C@@H](CO)N2Cc1ccccc1Cl | -10[25 µM]
115 | COCC(=O)N1[C@@H](C#N)[C@H](c2ccc(C#CCC3CCCC3)cc2)[C@@H]1CO | 3[25 µM]
116 | CCOC(=O)c1cc(C#N)c(N2CCCCC2)nc1-c1ccccc1 | -1
117 | O=C(CNS(=O)(=O)c1ccccc1F)NNC(=O)c1ccc(Br)cc1 | 4
118 | Cc1ccc(Nc2c(-c3ccc(C)o3)nc3ncccn23)cc1 | -32
119 | CCN(CCCNC(=O)CCc1nc(-c2ccc(C)cc2)no1)c1cccc(C)c1 | -2
120 | N#Cc1c(NC(=O)c2cc(C3CC3)on2)sc2c1CCC2 | -19
121 | CCn1ccnc1C(O)c1cccc2ccccc12 (stereo not drawn) | 20
